Assay outcomes (PubChem BioAssay)
Bim-Bcl-W – disrupts Bim peptide binding to human Bcl-W. bead-based flow cytometry. Q92843. 0.02% of 190,000 active. inhibition, % at 10 µM;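 also: 0% = bound tracer without compound and 100% = peptide blocker; higher means less fluorescent Bim peptide bound to Bcl-W beads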
Target sequence (Q92843 whole entry, looked up): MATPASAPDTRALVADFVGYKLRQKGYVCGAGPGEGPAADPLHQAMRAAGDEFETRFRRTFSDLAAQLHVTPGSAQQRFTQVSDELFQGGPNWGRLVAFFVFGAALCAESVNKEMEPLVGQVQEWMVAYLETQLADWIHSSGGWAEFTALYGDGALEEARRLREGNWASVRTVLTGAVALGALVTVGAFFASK
Bcl-B Bim block – human Bim-Bcl-B interaction inhibition; Q9HD36; bead-based flow cytometry, Bim peptide-Bcl-B binding; inhibition, % at 10 µM; 0.073% of 190,000 active; AID 951;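 also: 0% = tracer peptide without compound and 100% = reference inhibitor peptide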
RGS4-Gao reg – human RGS4-Galphao interaction regulation. Multiplexed bead flow cytometry, RGS4-Galphao binding; actives lie on both sides. binding response (% of control), % at 10 µM. 0.33% of 220,000 active. AID 1415; in the data active = binding response below about 49% or above about 150%; inactive = in between;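 also: fluorescent Galphao activated with aluminum fluoride binding bead-coupled RGS4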
RGS8-Gao – regulators of human RGS8-Galphao interaction | P09471 | multiplexed bead flow cytometry, RGS8-Galphao binding; actives lie on both sides | response (percent of control binding), % at 10 µM | 0.34% of 220,000 active; in the data active = response below about 60% or above about 140%; inactive = in between;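 also: Galphao activated as the GDP aluminium fluoride complex binding bead-coupled RGS8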
GSH bead fluor – compound fluoresces at 488/530 nm on GSH beads; GSH beads flow cytometry, compound fluorescence 488/530 nm; active compounds read high; fluorescence (KMESF) at 10 µM; 0.25% of 190,000 active; AID 1776; in the data active = fluorescence above about 89;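 also: glutathione beads carrying GST-tagged Bcl family fusion proteins plus one bare bead set; values are compound well signal with DMSO vehicle wells as background; inactives centre near 16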
RGS7-Gao – regulators of human RGS7-Galphao interaction; Multiplexed bead flow cytometry, RGS7-Galphao binding; actives lie on both sides; binding response (% of control), % at 10 µM; 0.35% of 220,000 active; AID 1439; in the data active = binding response below about 49% or above about 150%; inconclusive = no clear call, values can overlap the other calls; inactive = in between;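 also: fluorescent Galphao held in activated GDP-AlF4 state binding bead-coupled RGS7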
Mcl1 Bid PPI – disrupts binding of human Mcl-1 to Bid peptide; Q07820; inhibition, % at 21.7 µM; TR-FRET Mcl-1/Bid-Dy647 peptide binding, 1536-well; 0.97% of 220,000 active; AID 1021;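 active = compounds that cut the binding signal by more than half at the single screening dose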;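 also: His-tagged Mcl-1 with europium anti-His antibody binding Bid BH3 peptide; 0% = Mcl-1 plus peptide wells and 100% = peptide-only wells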
Target sequence (Q07820 whole entry, looked up): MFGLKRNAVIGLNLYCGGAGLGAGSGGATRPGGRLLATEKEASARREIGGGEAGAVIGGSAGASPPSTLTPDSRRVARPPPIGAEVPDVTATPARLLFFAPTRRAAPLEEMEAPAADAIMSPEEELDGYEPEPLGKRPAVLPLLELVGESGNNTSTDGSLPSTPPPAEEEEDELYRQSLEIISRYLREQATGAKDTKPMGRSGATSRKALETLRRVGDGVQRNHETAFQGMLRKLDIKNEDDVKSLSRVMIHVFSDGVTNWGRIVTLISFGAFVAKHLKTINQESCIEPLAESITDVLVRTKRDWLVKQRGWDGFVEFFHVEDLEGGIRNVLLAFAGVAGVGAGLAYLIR
Bim-Bcl-XL – inhibitors of Bim-Bcl-XL interaction, human; 0.04% of 190,000 active; Q07817; Bim peptide-Bcl-XL binding, bead flow cytometry, fluorescence; inhibition, % at 10 µM
Target sequence (Q07817 whole entry, looked up): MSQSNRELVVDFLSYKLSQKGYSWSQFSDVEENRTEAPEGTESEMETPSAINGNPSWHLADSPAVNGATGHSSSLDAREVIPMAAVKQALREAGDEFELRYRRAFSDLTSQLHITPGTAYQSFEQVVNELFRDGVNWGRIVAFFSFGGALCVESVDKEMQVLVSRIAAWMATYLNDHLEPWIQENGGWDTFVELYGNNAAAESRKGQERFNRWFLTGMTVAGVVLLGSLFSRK
Bim-Bfl-1 – inhibitors of Bim-Bfl-1 interaction, human; Q16548; Bead-based flow cytometry, Bim-Bfl-1 binding inhibition; inhibition, % at 10 µM; 0.12% of 190,000 active;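 also: 0% = wells without compound plus tracer and 100% = blocker peptide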
Bim-Bcl-2 – inhibitors of Bim-Bcl-2 interaction, human; Bead-based flow cytometry, Bim peptide-Bcl-2 binding; 0.06% of 190,000 active; AID 950; P10415; inhibition, % at 10 µM; in the data active = inhibition above about 40%; inconclusive = no clear call, values can overlap the other calls;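 also: 0% = no compound wells with probe peptide and 100% = reference peptide inhibitor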
Target sequence (P10415 whole entry, looked up): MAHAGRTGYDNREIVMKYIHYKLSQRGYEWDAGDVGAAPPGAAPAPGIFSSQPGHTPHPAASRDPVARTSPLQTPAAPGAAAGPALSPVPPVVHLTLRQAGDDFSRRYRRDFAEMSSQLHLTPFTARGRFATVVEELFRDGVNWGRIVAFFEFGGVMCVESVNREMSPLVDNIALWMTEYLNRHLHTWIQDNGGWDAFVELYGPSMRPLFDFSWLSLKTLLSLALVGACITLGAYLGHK
Bim-Mcl-1 – disrupts Bim peptide binding to human Mcl-1 | Bead-based flow cytometry, Bim peptide-Mcl-1 binding | AID 1009 | 0.1% of 190,000 active | inhibition, % at 10 µM;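 also: 0% = no compound tracer wells and 100% = peptide blocker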
* hit, by the source's call; ? = inconclusive; . = no result given. Rule as the data show it, unless noted: active = inhibition above about 40%.

Bim-Bcl-W,Bcl-B Bim block,RGS4-Gao reg,RGS8-Gao,GSH bead fluor,RGS7-Gao,Mcl1 Bid PPI,Bim-Bcl-XL,Bim-Bfl-1,Bim-Bcl-2,SMILES,Bim-Mcl-1
0,6,101,103,10,?,-13,1,5,1,CCCCNS(=O)(=O)c1ccc2nc(-c3cccnc3)cc(C(=O)NCCCOC)c2c1,1
2,-7,102,100,12,99,-22,-5,-10,-5,CC1Cc2ccccc2N1C(=O)CSc1nnc(-c2ccccc2)c(-c2ccccc2)n1 (stereo not drawn),0
3,2,102,103,21,106,-18,2,1,4,O=C(CSc1cccc2cccnc12)N/N=C/c1cccc(O)c1,3
2,-4,99,101,24,99,-3,-1,-9,-3,COc1ccc(CCNc2nc3ccccc3n3nnnc23)cc1OC,3
5,-16,101,100,15,103,-84,-4,-3,0,CN(C(=S)NC1=CCS(=O)(=O)C1)C1CCCCC1,2
3,-3,100,100,14,103,-36,0,-3,1,O=C(Nc1ccccc1F)c1ccc(Cn2cc(Br)cn2)cc1,0
-1,-1,94,107,11,98,6,0,-3,-3,Cc1nc(N2CCCCC2)c2c(C)c(C(=O)Nc3cccc(C(F)(F)F)c3)sc2n1,-3
.,.,107,102,50,113,-43,.,.,?,CCN(CC)c1ccc(/C=C/C(=O)c2ccc(Br)cc2)cc1,.
-1,-8,109,107,36,99,-1,-20,-9,-6,COc1cc(NC(=O)c2ccc(Cl)cc2)c(OC)cc1NC(=O)CN1CCOCC1,0
-1,-9,90,89,29,92,-43,-3,-11,-8,Cn1nnc2cc(C(=O)N3CCN(c4ccccc4)CC3)ccc21,0
0,-5,97,98,19,94,0,-3,0,0,O=C(CCC1COc2ccccc2O1)N1CCCC1 (stereo not drawn),-1
0,-4,101,99,16,?,-21,-2,0,2,O=C(CCS(=O)(=O)c1cc(Br)cc2c1N(C(=O)C1CC1)CC2)N1CCN(c2ccccn2)CC1,1
3,-1,105,108,20,117,-1,3,-10,-1,Cc1cc2cc(C)c(NCCNC(=O)c3cccs3)nc2cc1C,3
-1,-9,101,101,25,94,-1,-6,-7,-10,Cc1cc(C)n(-c2ccc(C(=O)Nc3nnc(C4CC4)s3)cc2)n1,0
1,-5,102,101,10,106,-27,0,-4,-3,COc1ccc(SN=C2C(C)=CC(=O)C=C2C)cc1,1
-1,1,102,97,9,99,-6,1,0,-3,COc1cc(S(=O)(=O)Nc2cc(C)cc(C)c2)ccc1F,-1
-2,0,103,102,15,102,-7,0,-1,-1,Cc1cc(=O)[nH]c(SCC(=O)Nc2ccc(Br)cn2)n1,-1
-7,-5,102,103,14,104,-6,-11,-4,-9,Cc1ccccc1-c1nc(CN2CCC(C(=O)N3CCN(c4ccccn4)CC3)CC2)c(C)o1,-6
-4,-4,106,103,19,103,-13,-3,-2,-2,O=C1CC(c2ccc(F)cc2)Cc2nc(N3CCOCC3)ncc21 (stereo not drawn),-1
-5,-10,103,102,22,100,5,-12,-20,-14,COC(=O)c1c(NC(=O)c2ccc(S(=O)(=O)N3CCOCC3)cc2)sc2c1CCN(C)C2,-8
3,-8,100,101,14,103,-14,0,-7,-4,O=C(O)CCN1C(=O)C2C3C=CC(C3)C2C1=O (stereo not drawn),0
0,-3,99,104,9,99,1,-2,0,-2,COCCn1c(=NC(=O)CN2C(=O)CCC2=O)sc2cc(S(N)(=O)=O)ccc21,0
0,0,102,99,19,99,2,-2,0,-2,CCn1c(SCC(=O)Nc2nccs2)nnc1-c1ccc(S(=O)(=O)N2CCCCC2)cc1,0
-6,-7,93,102,8,101,-84,-6,-5,-4,CCCc1nn(C)c2c1C(c1ccncc1)C(C#N)=C(N)O2 (stereo not drawn),-8
-4,-2,96,88,5,96,-10,-6,0,2,CC(=O)c1cccc(NC(=O)Cc2ccc3c(c2)CCCC3)c1,-4
4,-7,96,96,53,92,-27,-24,-11,-5,CCN(CC#CCC1(O)c2ccccc2-c2ccccc21)CCO,1
2,-2,100,101,25,103,-22,0,0,0,O=C(CSc1ncn[nH]1)Nc1ncc(C(F)(F)F)cc1Cl,0
1,-4,96,98,16,97,-38,3,-4,-3,O=C(Cn1cncn1)NCc1cc(F)ccc1F,3
-1,-7,89,93,1,84,18,-4,1,3,Cc1ccc(-n2nc3ccc(NC(=O)/C=C/c4ccco4)cc3n2)cc1,-4
1,-4,101,103,23,99,-8,-1,-8,-6,Cc1cccc2cc3c(NC(=O)CC(C)C)nn(C)c3nc12,-1

Look-ups from the list.
CCCc1nn(C)c2c1C(c1ccncc1)C(C#N)=C(N)O2 (stereo not drawn) | Bim-Bcl-2: -4
COc1cc(S(=O)(=O)Nc2cc(C)cc(C)c2)ccc1F | Bim-Bfl-1: 0
Cn1nnc2cc(C(=O)N3CCN(c4ccccc4)CC3)ccc21 | Bim-Mcl-1: 0

(list continues)
Bim-Bcl-W,Bcl-B Bim block,RGS4-Gao reg,RGS8-Gao,GSH bead fluor,RGS7-Gao,Mcl1 Bid PPI,Bim-Bcl-XL,Bim-Bfl-1,Bim-Bcl-2,SMILES,Bim-Mcl-1
-3,-3,92,90,35,94,1,-9,-5,2,O=C(Nc1ccc(/C=C/c2nc3ccccc3o2)cc1)c1c(F)cccc1F,-7
-2,0,100,102,27,101,-33,0,4,-1,Cc1ccc(C2/C(=C(/O)c3ccc(Br)cc3)C(=O)C(=O)N2Cc2ccco2)o1 (stereo not drawn),-1
4,-5,101,102,28,100,-14,0,-8,0,O=C(c1ccccc1)c1cccc(NC(=O)C2CC2)c1,1
5,0,104,101,13,103,-79,-2,-10,-2,CCN(CC)C(=O)Cn1cnc2sc(C(=O)N3CCN(c4ccc(OC)cc4)CC3)c(C)c2c1=O,1
-1,1,102,102,28,104,-28,2,-3,2,CCc1ccccc1NC(=O)Nc1ccc2c(c1)OCO2,5
-2,-3,101,103,11,100,-16,-3,-4,-2,COCCNC(=O)c1ccccc1N(Cc1ccccc1)S(=O)(=O)c1ccc(C)cc1,-6
-1,-4,101,101,11,?,-17,-3,-5,-3,COc1ccc(CC(NC(C)=O)C(=O)NC2CCN(c3nc(C)cc(C)c3C#N)CC2)cc1OC (stereo not drawn),-4
-2,-3,106,102,8,102,-31,-1,-6,-4,CCOc1ccc(CN2CCN(Cc3cccc4c3OCO4)CC2CCO)cc1 (stereo not drawn),0
-3,-5,103,103,33,101,4,-9,-12,-5,CC(C)OCC(O)Cn1c(N2CCCC2)nc2c1c(=O)[nH]c(=O)n2C (stereo not drawn),-2
-2,-12,105,105,12,120,-12,-3,-11,-4,O=C(CSc1nnc(CNC(=O)c2ccco2)o1)Nc1ccccc1,-1
4,-2,104,101,5,101,-12,-7,-5,0,O=c1c2ccccc2c(C=Nc2ccc(Cl)cn2)c(O)n1-c1cc(Cl)ccc1N1CCOCC1,0
-2,-3,93,97,26,94,8,-3,1,0,CCn1c(SCC(=O)N2CCCc3ccccc32)nnc1-c1c[nH]c2ccccc12,-2
-1,-3,99,99,8,?,-67,-2,0,-5,CCNC(=S)NN=C1c2ccccc2-c2ccccc21,0
0,-8,96,100,17,110,-74,0,5,0,Cc1[nH]c2ccc(-c3n[nH]c(=S)n3C)cc2c1C,2
-4,-1,99,95,42,98,-34,0,3,1,COc1ccc(CC(=O)NC(C)c2nnc(SCC(=O)Nc3nc(C)cs3)n2C)cc1 (stereo not drawn),5
0,1,83,85,31,82,21,0,0,-3,CCn1c(=O)c(C(=O)Nc2ccccc2S(N)(=O)=O)c(O)c2ccccc21,0
-6,-7,103,101,13,104,-52,-10,-5,-4,O=C(CSc1nc(-c2ccccc2Cl)ns1)c1ccc(Cl)cc1,-4
0,-2,98,102,16,100,25,-1,0,1,CCOc1cccc(OCCCNCCCOC)c1,0
1,-5,105,102,27,100,0,8,-8,-3,COc1ccc(OCC(=O)Nc2ccc(S(=O)(=O)Nc3cc(C)nc(C)n3)cc2)cc1,1
-3,-5,97,104,10,97,-4,-7,-1,0,COc1ccccc1NC(CC(=O)c1ccccc1)C(=O)OCC(=O)c1ccc(Br)cc1 (stereo not drawn),-3
1,-5,102,103,15,104,-68,-4,-7,-2,Cc1cc(C)c(C(=O)CSc2nnc(-c3cccnc3)n2C)c(C)c1,1
0,-6,102,97,11,96,-59,-5,2,-3,O=C1NC(c2ccccn2)Nc2sc3c(c21)CCC3 (stereo not drawn),0
-1,-1,100,100,9,101,-82,-3,-1,0,COC(=O)CCC/C=C1\SC[C@@H](NC(=O)c2ccccc2)C1NC(C)=O (stereo partly drawn),-2
0,-2,99,99,21,101,21,-2,-4,-5,CC(=O)c1cnc2scnn2c1=O,1
-1,0,98,101,20,101,-5,2,-3,-4,C=C[C@@](C)(O)CC[C@@H]1[C@@]2(C)CCCC(C)(C)[C@@H]2CC[C@@]1(C)O,-1
-4,-44,86,79,9,122,-13,-10,28,-1,CCN(CC)c1ccc(NC(=O)COc2ccccc2C#N)cc1S(=O)(=O)Nc1ccccc1OC,-13
-2,-2,100,101,14,97,-7,-2,-2,-2,CCCc1nc2ccccc2c(C(=O)O)c1CC,-2
-4,-4,85,86,34,85,53*,-4,-2,-4,COc1ccc(C2C(C#N)=C(N)OC3=C2C(=O)CC(C)C3)c(OC)c1OC (stereo not drawn),-6
-2,-11,91,95,8,96,-27,-8,-4,-7,COc1ccccc1Oc1ccc2c(c1)C(=O)N(c1cccc(O)c1)C2=O,-2
-1,-6,103,102,25,102,-1,0,-9,-6,CC(C)C[C@H](NC(=O)NCc1ccccc1Cl)C(=O)O,-2
0,0,97,101,10,101,-11,1,-1,0,CC(C)c1ccc(OC(=O)NCCO)cc1,2
-5,-1,104,101,15,94,-29,0,2,0,COC(=O)C(Cc1ccccc1)NC(=O)c1ccc(C)cc1 (stereo not drawn),-3
-2,-5,102,100,20,100,-4,-3,2,1,O=C(NC12CC3CC(CC(C3)C1)C2)c1cc2nc(-c3ccco3)cc(C(F)(F)F)n2n1,-3
-3,-3,111,105,5,104,-15,0,-1,1,O=C(/C=C/Nc1ccccc1F)c1ccc(Br)cc1,-3
1,-1,108,104,17,107,14,-1,0,0,COc1ccc(OC)c(S(=O)(=O)Nc2cc(Cl)cc(Cl)c2)c1,1
-1,0,100,99,20,100,8,2,-1,-1,CCOc1ccccc1NC(=O)C(Sc1ccccc1)c1ccccc1 (stereo not drawn),-1
7,-29,99,99,15,101,-24,0,11,0,Cc1ccc(-n2c(Cc3ccccc3)n[nH]c2=S)cc1,-1
-1,-1,87,97,11,91,-11,-1,1,-1,Cc1nc2ccc(C(=O)O)cc2[nH]1,-1
0,-6,96,97,11,92,-14,-4,-3,-4,NC(=O)NOCc1ccc(F)cc1Cl,-2
-1,-1,97,101,18,97,6,-6,-1,-2,CCOC(=O)N1C(=O)c2cc(OC)ccc2S1(=O)=O,-1
0,0,101,101,10,98,-4,-1,-1,1,COc1ccc(CN2CC(C(=O)NCCc3ccccc3)CC2=O)cc1 (stereo not drawn),2

In another format: results already given.
canonical_smiles: CC(C)c1ccc(OC(=O)NCCO)cc1
  Bim-Bcl-W: 0
  Bcl-B Bim block: 0
  RGS4-Gao reg: 97
  RGS8-Gao: 101
  GSH bead fluor: 10
  RGS7-Gao: 101
  Mcl1 Bid PPI: -11
  Bim-Bcl-XL: 1
  Bim-Bfl-1: -1
  Bim-Bcl-2: 0
  Bim-Mcl-1: 2

canonical_smiles: O=C(/C=C/Nc1ccccc1F)c1ccc(Br)cc1
  Bim-Bcl-W: -3
  Bcl-B Bim block: -3
  RGS4-Gao reg: 111
  RGS8-Gao: 105
  GSH bead fluor: 5
  RGS7-Gao: 104
  Mcl1 Bid PPI: -15
  Bim-Bcl-XL: 0
  Bim-Bfl-1: -1
  Bim-Bcl-2: 1
  Bim-Mcl-1: -3

Rows are unselected (roughly 1.8% active in at least one column).
